# NCI-60 one-dose screen, 48 h, at 10 µM unless noted. Numbers give growth in % (100 = growth as untreated, 0 = no growth, -100 = all killed).
# SK-OV-3: SK-OV-3 ovarian cancer cells; 80,000 compounds, 3.2% hits
# IGROV1: IGROV1 ovarian cancer; 79,000 compounds, 4.7% hits
# NCI/ADR-RES: NCI/ADR-RES ovarian cells. 81,000 compounds, 4.4% hits. AID 1794790
# DU-145: DU-145 prostate cancer. 81,000 compounds, 4.2% hits
# OVCAR-3: OVCAR-3 ovarian cancer | AID 1794787 | 79,000 compounds, 7% hits
# OVCAR-4: OVCAR-4 ovarian cancer cells; 80,000 compounds, 3.7% hits; AID 1794784
# OVCAR-8: OVCAR-8 ovarian cancer. 81,000 compounds, 4.4% hits. AID 1794782
# OVCAR-5: OVCAR-5 ovarian cancer | 82,000 compounds, 2.9% hits
# The depositor's hits bear a star; · = not tested or not shown; & = joins results of further samples; ! = not confirmed by another sample. The calls were made as follows: active = growth percent below 10; inactive = the rest. An excerpt, so the mix of outcomes need not match the whole.
no.	smiles	SK-OV-3	IGROV1	NCI/ADR-RES	DU-145
1	Cc1nc(N)sc1S(=O)(=O)F	107	111	108	117
2	O=c1oc2ccc(-c3ccc(F)cc3F)cc2c(=O)n1-c1ccc([N+](=O)[O-])c(C(F)(F)F)c1	109	103	98	105
3	CC12CCC(=O)C=C1CCC1C2CCC2(C)C(C(=O)COC(=O)Cc3ccc(N(CCCl)CCCl)cc3)CCC12 (stereo unspecified)	90	·	92	109
4	CC(C)CCC[C@@H](C)[C@H]1CC[C@H]2[C@@H]3C/C(=N\OC(=O)c4ccc(N(CCCl)CCCl)cc4)C4=CC(=O)CC[C@]4(C)[C@H]3CC[C@]12C	100	93	103	104
5	C=C(C)[C@H]1CN[C@H](C(=O)O)[C@H]1CC(=O)O	114	27	109	117
6	CC1=C(C)CC2(C(=O)NC(=S)NC2=O)C(C)C1 (stereo unspecified)	102	118	111	114
7	C[C@]12CCC(=O)C=C1C=C[C@@H]1[C@@H]2CC[C@]2(C)OC(=O)CC[C@@H]12	97	96	103	110
8	CC(C)c1cc(Cl)cc(C(C)C)c1OCCCN(C)C	73	91	90	·
9	CCO[P+](=O)Oc1ccccc1 (stereo unspecified)	112	98	110	107
10	CCC[C@H](O)[C@@H](OC)[C@H]1O[C@]1(C)[C@@H](O)C/C=C/[C@@H]1OC(=O)/C=C/C=C/[C@@H](OC)[C@H](O)/C=C/C(C)=C/C(C)CCC[C@@H](OC)[C@H](O)/C=C/C(C)=C/[C@@H](C)[C@H](O)[C@H]1OC (stereo partly specified)	102	110	107	114
11	CC(=O)O[C@H]1CC[C@@]2(CO)C(=CC[C@@H]3[C@@H]2CC[C@]2(C)C(=O)CC[C@@H]32)C1	113	108	107	115
12	N#Cc1nc(-c2ccc(Cl)cc2)oc1N1CCC(S(=O)(=O)F)CC1	112	96	94	100
13	CCOC(=O)c1ccccc1N	112	106	114	117
14	NC(=O)OCCc1ccccc1	102	100	111	101
15	CN(C)P1(N(C)C)=NP(N(C)C)(N(C)C)=NP(N(C)C)(N(C)C)=N1	106	95	107	110

no.	OVCAR-3	OVCAR-4	OVCAR-8	OVCAR-5
1	112	108	98	100
2	106	104	109	103
3	107	91	79	119
4	105	114	98	105
5	128	109	105	103
6	105	81	102	99
7	112	108	97	89
8	103	100	103	84
9	108	107	99	96
10	105	98	89	99
11	121	102	98	100
12	·	95	95	97
13	114	107	93	107
14	100	113	102	104
15	106	95	96	104

# Remaining list, next part:
no.	smiles	SK-OV-3	IGROV1	NCI/ADR-RES	DU-145
16	CCCCOC(=O)c1ccccc1C(=O)OCCCC	·	88	91	111
17	CC(=O)Nc1c2sscc-2n(C)c1=O	-100*	-88*	-95*	-100*
18	O=C1CC(c2cc3ccccc3[nH]c2=O)Nc2ccccc21 (stereo unspecified)	99	·	108	105
19	CC(Oc1ccc(-c2ccccc2)cc1)C(=O)O (stereo unspecified)	105	103	104	113
20	CC1=C2CC[C@H]3[C@@H](CCC4=CC(=O)CC[C@@]43C)[C@@H]2CC1	108	92	99	111
21	S=P(c1ccccc1)(c1ccccc1)c1cccc2ccccc12	52	85	86	110
22	COC(=O)[C@@]12C(=O)N(Cc3ccc(OC)cc3OC)C(C)(C)C1=Cc1cccc3c1[C@@]2(O)C(=O)N3C	101	114	99	115
23	CCCNC(=O)[C@@H](CCC(F)(F)F)CC(=O)N[C@H]1N=C(c2ccccc2)c2ccccc2N(C)C1=O	117	103	103	112
24	C[C@]12CCc3nc(-c4ccc(O)c(O)c4)sc3C1=CC[C@@H]1[C@@H]2CC[C@]2(C)C(=O)CC[C@@H]12	90	39	74	75
25	CN(N=O)C(=O)NC(N)=O	102	109	115	106
26	CCCCCN(CCCCC)CC(O)c1ccc(C)c(Cl)c1 (stereo unspecified)	94	92	104	118
27	O=C(/C=C/c1sc(N(CCCl)CCCl)nc1Cl)c1ccc2c(c1)OCO2	84	111	109	113
28	O=C1C=CC(=O)O1	103&115	120&97	104&106	107&119
29	Oc1c(Cl)cccc1Cc1cc(Cl)cc(Cl)c1O	92	89	61	88
30	O=[N+]([O-])c1ccc(P(=O)(O)O)cc1	100	102	103	110

no.	OVCAR-3	OVCAR-4	OVCAR-8	OVCAR-5
16	107	94	102	88
17	-100*	-96*	·	-60*
18	113	109	108	106
19	111	101	103	108
20	105	104	104	90
21	97	86	87	97
22	106	112	102	95
23	122	106	102	101
24	87	67	30	112
25	113	121	103	107
26	·	105	102	84
27	100	107	97	98
28	144&114	110&108	100&103	96&106
29	65	32	82	104
30	113	96	103	101

# Additional entries
no.	smiles	SK-OV-3	IGROV1	NCI/ADR-RES	DU-145
31	Nc1c([N+](=O)[O-])cc([N+](=O)[O-])cc1S(=O)(=O)O	96	104	98	107
32	COc1cccc(C(Cc2ccccc2)NCCO)c1OC (stereo unspecified)	71	107	104	107
33	O=C(O)CC(Br)C(=O)O (stereo unspecified)	99	95	102	105
34	C[C@]12C=CCC[C@@H]1CC[C@@H]1[C@@H]2CC[C@]2(C)[C@@H](O)CC[C@@H]12	122	111	105	·
35	Nc1nc(N)c(-c2ccc(Cl)c(Cl)c2)c(/C=C/c2ccc(S(=O)(=O)F)cc2)n1	97	89	105	97
36	CC1CN1P(=O)(N1CC1C)N1C(C)CCC1C (stereo unspecified)	104	113	106	102
37	COc1ccc(Nc2nc(-c3ccccc3)c[se]2)cc1	88	67	95	97
38	CC1(C)C(C=C(Cl)Cl)C1C(=O)OC(C#N)c1cccc(Oc2ccccc2)c1 (stereo unspecified)	88	59	80	88
39	Nc1nnc(Sc2nc3ccc(Cl)cc3c(=O)n2-c2ccccc2)s1	109	·	109	106
40	Cc1ccc(O)c(Cl)c1	109	104	110	107
41	Cc1ccccc1O	97	102	100	120
42	COc1cc(C)c(-c2ccc(OC)c(=O)cc2C)c(OC)c1OC	102&32	103&27	-12*!	104&13
43	O=C(CCCc1ccc([N+](=O)[O-])cc1)Nc1ccccc1S(=O)(=O)F	113	120	112	118
44	Cc1c(O)c(CN(CCCl)CCCl)cc(CN(CCCl)CCCl)c1O	102	87	103	107
45	CC(O)c1ccc(Cl)cc1 (stereo unspecified)	·	114	111	106

no.	OVCAR-3	OVCAR-4	OVCAR-8	OVCAR-5
31	102	109	102	105
32	104	109	102	97
33	107	112	108	113
34	112	124	103	98
35	95	100	82	81
36	107	102	95	115
37	90	74	98	104
38	81	70	96	83
39	106	106	96	101
40	105	111	105	107
41	130	101	103	121
42	·	97&71	5.3*!	99&25
43	118	124	99	98
44	101	84	90	98
45	107	102	109	93

# Six entries out of the list, ordered by formula weight, lowest first.
no.	smiles	SK-OV-3	IGROV1	NCI/ADR-RES	DU-145
25	CN(N=O)C(=O)NC(N)=O	102	109	115	106
5	C=C(C)[C@H]1CN[C@H](C(=O)O)[C@H]1CC(=O)O	114	27	109	117
34	C[C@]12C=CCC[C@@H]1CC[C@@H]1[C@@H]2CC[C@]2(C)[C@@H](O)CC[C@@H]12	122	111	105	·
8	CC(C)c1cc(Cl)cc(C(C)C)c1OCCCN(C)C	73	91	90	·
38	CC1(C)C(C=C(Cl)Cl)C1C(=O)OC(C#N)c1cccc(Oc2ccccc2)c1 (stereo unspecified)	88	59	80	88
27	O=C(/C=C/c1sc(N(CCCl)CCCl)nc1Cl)c1ccc2c(c1)OCO2	84	111	109	113

no.	OVCAR-3	OVCAR-4	OVCAR-8	OVCAR-5
25	113	121	103	107
5	128	109	105	103
34	112	124	103	98
8	103	100	103	84
38	81	70	96	83
27	100	107	97	98

# Additional structures follow:
no.	smiles	SK-OV-3	IGROV1	NCI/ADR-RES	DU-145
46	CCOc1cc(CNC(C)C(O)c2ccccc2)cc(Cl)c1OCC (stereo unspecified)	106	99	100	108
47	O=c1[nH]c(N2CC3CC(C2)c2cccc(=O)n2C3)nc2sc(-c3ccccc3)cc12 (stereo unspecified)	99	81	98	107
48	N#Cc1nc(C2CC2c2ccccc2)oc1N1C[C@@H]2C[C@@H](C1)c1cccc(=O)n1C2 (stereo partly specified)	105	94	109	102
49	OC(Cc1nc2ccccc2s1)C(Cl)(Cl)Cl (stereo unspecified)	99	88	90	100
50	O=C(/C=C/c1sc(N(CCCl)CCCl)nc1Cl)c1ccc(Br)cc1	88	86	101	107
51	O=CN1N=C(c2ccc3c(c2)OCO3)CC1c1sc(N(CCCl)CCCl)nc1Cl (stereo unspecified)	90	93	101	107
52	COc1cc2c(cc1OC)C(c1cccc(Cl)c1)=NN=C(C)C2	108	107	89	99
53	Cc1ccc(-n2c(Sc3nnc(N)s3)nc3ccc(C)cc3c2=O)cc1	102	110	101	105
54	CCCCCCCCCCCCNC(c1ccccc1)C(O)c1ccccc1 (stereo unspecified)	96	54	69	84
55	CC1(C)N=C(N)N=C(N)N1c1ccc(OCCCCNC(=O)Nc2cccc(S(=O)(=O)F)c2)c(Cl)c1	78	38	110	37
56	O=P(Oc1ccc(OP(=O)(N2CC2)N2CC2)cc1)(N1CC1)N1CC1	98	79	99	96
57	COc1cccc2c1N=C1CCCC3CN(C(C)=O)CCC123 (stereo unspecified)	108	·	107	110
58	O=C1NC(=O)C2(CCN(S(=O)(=O)c3ccccc3)CC2)C(=O)N1	104	123	105	106
59	COc1ccc2c(c1)c(-c1nc(-c3c[nH]c4ncccc34)cs1)cn2CCCCN1CCCCC1	-62*	-62*	1.2*	-15*
60	CC1([N+](=O)[O-])COP(=O)(Nc2cccc(F)c2)OC1 (stereo unspecified)	100	112	109	121

no.	OVCAR-3	OVCAR-4	OVCAR-8	OVCAR-5
46	99	86	105	107
47	103	98	103	104
48	106	109	95	110
49	98	90	106	106
50	99	93	88	98
51	96	100	93	90
52	118	99	98	101
53	106	106	95	94
54	84	11	68	93
55	82	97	29	33
56	103	105	83	109
57	116	107	105	106
58	106	113	105	98
59	-71*	-13*	-68*	-16*
60	118	94	107	91

# Values in list order from the entries so far.
# Entries 50 to 58 in OVCAR-3: 99, 96, 118, 106, 84, 82, 103, 116, 106
# Entries 50 to 58 in DU-145: 107, 107, 99, 105, 84, 37, 96, 110, 106

# (listing goes on)
no.	smiles	SK-OV-3	IGROV1	NCI/ADR-RES	DU-145
61	Nc1ccc(Cl)cc1	92	105	99	102
62	O=[N+]([O-])c1ccc(N2CC2)c([N+](=O)[O-])c1	103	109	105	106
63	CC(=O)[C@H]1[C@H](N2CC2)C[C@H]2[C@@H]3CC=C4C[C@@H](O)CC[C@]4(C)[C@H]3CC[C@@]21C	100&98	94&96	91&84	115&92
64	CN1C(=O)C[N+]([O-])=C(c2ccccc2)c2cc(Cl)ccc21	107	103	112	112
65	COc1ccc(CC(C)NC(C)C)cc1OC (stereo unspecified)	100	105	101	110
66	O=[N+]([O-])CC(OCCCc1ccccc1)C(Cl)(Cl)Cl (stereo unspecified)	109	96	102	106
67	CCCCC/C=C\C/C=C\C/C=C\C/C=C\CCCC(=O)NCC(=O)O	130	105	112	107
68	O=S(OCC(Cl)(Cl)Cl)OCC(Cl)(Cl)Cl	113	117	103	104
69	CN(C)c1ccc(C=C2C(=O)NC(=O)NC2=O)cc1	109	·	77	102
70	COc1cc(/C=N/C2=C(C#N)C(c3ccco3)c3c(c4cc(C)ccc4oc3=O)O2)cc(OC)c1OC (stereo unspecified)	93	83	96	107
71	CCC(c1ccc(OC(=O)Cc2ccc(N(CCCl)CCCl)cc2)cc1)C(CC)c1ccc(OC(=O)Cc2ccc(N(CCCl)CCCl)cc2)cc1 (stereo unspecified)	103	100	97	101
72	C[C@]12C=CC(=O)C[C@@H]1CC[C@@H]1[C@@H]2CC[C@]2(C)[C@@H](O)CC[C@@H]12	92	93	100	83
73	CC(C)[C@@H]1NC(=O)[C@]2(C)CSC(=N2)c2csc(n2)CNC(=O)C[C@@H](/C=C/CCS)OC1=O	-13*	0.9*	52	8.2*
74	N#CCCNc1ccccc1	121	119	108	116
75	COCC(C)OC(=O)Cc1ccccc1 (stereo unspecified)	106	107	107	113
76	O=[As](O)(O[As](=O)(O)c1ccccc1)c1ccccc1	101	102	111	114
77	CCOP(=O)(NC(C)C)OCC	100	131	103	111

no.	OVCAR-3	OVCAR-4	OVCAR-8	OVCAR-5
61	112	106	97	100
62	107	102	100	83
63	91&100	89	98&84	99&120
64	109	109	96	104
65	110	114	99	103
66	106	100	100	101
67	116	112	105	128
68	103	104	96	101
69	96	116	99	78
70	91	98	101	105
71	104	114	113	113
72	94	107	84	113
73	-21*	28	-12*	25
74	106	105	114	104
75	117	104	111	108
76	112	110	106	97
77	113	103	104	108

# Bioassay records: PubChem, NCI
